# PGC1a acetyl inh: modulators of PGC1a acetylation. U2OS PGC1a acetylation, AlphaScreen anti-acetyl-lysine; with virally co-expressed GCN5 acetyltransferase. inhibition, % at 15.6 µM. 350,000 tested, 0.17% active. AID 651687;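 active = every replicate shows inhibition of at least 40%; inconclusive = mean inhibition at least 40% but some replicate below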;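 also: 0% = neutral control wells and 100% = positive control wells; some results beyond the cut were filed as inactive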
# XiGFP reactiv: activators of X-chromosome reactivation in mouse fibroblasts; activation, % at 7.58 µM; 360,000 tested, 0.055% active; XiGFP mouse fibroblasts, % GFP-positive cells imaging, 3 d; cells co-treated with 5-aza-dC sensitizer; scaled so ellipticine positive control = 100%;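 active = mean normalized replicate activation at least 10% and every replicate at or above 10%; inconclusive = only one of the two criteria met; inactive = mean below 10% and not all replicates reach 10%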;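 also: 0% = median of on-plate neutral control wells and 100% = ellipticine 6 µM median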
#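 Assay system: SV40-immortalized XiGFP fibroblast cells, line 68-5-11; buffer or medium: DMEM plus 5-aza-dC sensitizer; compound: one concentration, pinned; timing: compounds 3 days, fix/stain 15 min at room temperature; benchmarks: positive control ellipticine, 6 µM final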
# Cneo AK release: causes C. neoformans cell lysis | adenylate kinase release luminescence, 4 h; normalised: neutral wells 0, clomiphene wells 100 | 360,000 tested, 0.2% active | lysis activity, % at 15 µM;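 active = mean lysis activity across replicates of at least 80%, whatever share of replicates individually reach that level; inactive = mean lysis activity below 80%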
#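 Material: C. neoformans cells | Amount: Yeast cell density of 5 × 10^6 cells/mL | Medium: Fresh YPD growth medium | Dosing: Single dose | Times: Static 4 h at 37 °C with compound, 1 h detection | Detection: AK luminescence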
# LGR2 inh: blocks bursicon-induced cAMP signaling via Drosophila LGR2; HEK293 LGR2, CRE-luciferase, bursicon-stimulated, 4 h; inhibition, % at 9.99 µM; 380,000 tested, 0.35% active;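 active = drop in luminescence signal, shown as inhibition above about 50% in the replicate tests, limit read from the data, passing the limit was not always enough; inconclusive = probably only some replicates passing the limit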;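 also: agonist challenge used bursicon conditioned medium at about half maximal strength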
# ERAP1 HTS inh: ERAP1 (human) enzyme inhibition | recombinant ERAP1, Leu-AMC fluorescence, 60 min | inhibition, % at 10.7 µM | 340,000 tested, 0.15% active | AID 652197;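 active = mean replicate inhibition of at least 30%, or all replicates individually reaching that 30% level; inactive = mean below 30% and not every replicate reaching it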;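 also: 0% = neutral control wells and 100% = L-leucinethiol positive control wells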
# S100A4 inh HTS: blocks human S100A4 binding to myosin IIA peptide. inhibition, % at 10.7 µM. S100A4/TAMRA-MyoIIA peptide fluorescence polarization. 360,000 tested, 0.14% active;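 active = mean inhibition of at least 70% across replicates, with every replicate also reaching that level; inconclusive = mean inhibition reaches 70% but some replicates fall short; inactive = mean inhibition below 70%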
# Target sequence (P26447 whole entry, looked up): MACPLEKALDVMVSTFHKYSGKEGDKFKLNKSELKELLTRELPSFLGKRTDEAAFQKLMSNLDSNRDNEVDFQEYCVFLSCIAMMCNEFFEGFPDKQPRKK
#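 System – human S100A4 monomer protein, biochemical binding assay · Buffer or medium – Calcium-containing HEPES buffer, pH 7.2 · Timing – 5 min between mix addition and reading · Also added – TAMRA-labelled myosin IIA heavy-chain peptide probe, 5 nM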
# C2C12 statin: suppressors of simvastatin-induced myotoxicity in C2C12 myotubes; ATP luminescence, 48 h; scaled: DMSO 0, geranylgeraniol control 100; rescue of ATP level, % at 7.49 µM; 330,000 tested, 0.78% active;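 active = mean ATP rescue above about 67%, or every replicate alone reaching that limit, limit read from the data, passing the limit was not always enough; inconclusive = no clear call, values can overlap the other calls; inactive = mean under the limit and some replicate under it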;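 also: myotubes were challenged with 10 µM simvastatin during compound exposure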
# SIRT5 block: blocks human SIRT5 desuccinylation of peptide; AID 652115; inhibition, % at 15 µM; Purified SirT5, succinyl-peptide AMC, trypsin-coupled fluorescence; 330,000 tested, 1.1% active; Q9NXA8; in the data active = inhibition above about 15%; inconclusive = no clear call, values can overlap the other calls
# Target sequence (Q9NXA8 whole entry, looked up): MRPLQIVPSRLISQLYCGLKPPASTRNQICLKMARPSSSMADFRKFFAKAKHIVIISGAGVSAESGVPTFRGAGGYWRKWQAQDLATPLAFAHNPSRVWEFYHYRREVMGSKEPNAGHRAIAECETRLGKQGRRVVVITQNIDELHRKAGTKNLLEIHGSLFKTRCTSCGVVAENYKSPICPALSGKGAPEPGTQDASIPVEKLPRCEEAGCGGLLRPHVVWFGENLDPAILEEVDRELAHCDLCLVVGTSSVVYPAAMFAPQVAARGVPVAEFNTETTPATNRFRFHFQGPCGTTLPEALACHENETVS
# An asterisk follows results filed as active; ? = inconclusive; nt = not tested or not shown; & = joins results of further samples. Some of the compounds tested; count on the stated rates, not on these rows.
SMILES,PGC1a acetyl inh,XiGFP reactiv,Cneo AK release,LGR2 inh,ERAP1 HTS inh,S100A4 inh HTS,C2C12 statin,SIRT5 block
OC(c1ccc(Cl)c(Cl)c1)c1ncc(-c2ccccc2F)[nH]1 (stereo not drawn),5,0.2,15,-3,0,10,4,7
O=C(Cc1ccc(-c2ccccc2)cc1)NC1CCCC1,1,0.0,4,4,-1,-4,1,1
O=C(O)CN1CCN(Cc2cccc(Cl)c2)C1=O,6,0.2,-1,-5,2,3,-13,-1
COc1ccc2c3c(n(C)c2c1)[C@H](CO)N(C(=O)CN(C)C)CC31CN(Cc2nccs2)C1,-1,0.1,nt,-4,-4,1,nt,1
COC(=O)C1C=CC(OC2OC(COC(C)=O)C(OC(C)=O)C(OC(C)=O)C2OC(C)=O)n2c(=O)n(-c3ccccc3)c(=O)n21 (stereo not drawn),nt,1.0,nt,?,-2,-8,nt,-2
Cc1ccc(NC(=O)C(=O)NN)cc1,-1,-0.1,-1,0,0,-2,12,-7
COc1ccc(N(Cc2cc3ccccc3[nH]c2=O)S(=O)(=O)c2ccc(C)cc2)cc1,1,0.3,-4,-4,-2,3,26,-4
O=c1[nH]c2cc3c(cc2cc1CN(CCCO)C(=S)NCc1ccco1)OCO3,nt,0.4,0,nt,6,2,3,-3
O=C(N/N=C/c1cc(Br)c(Br)s1)c1ccncc1,1,0.2,3,nt,1,-1,-10,2
COc1ccccc1NC(=O)N[C@H]1C=C[C@@H](CC(=O)N[C@H](C)c2ccccc2)O[C@H]1CO,-3,0.0,4,-12,-2,12,4,-1
C[C@@H](c1ccccc1)N1C[C@@H](COCc2ccccc2)Oc2cc(N3CC[C@@H](N(C)C)C3)ccc2S1(=O)=O,nt,-0.2,nt,30,5,1,nt,0
CO[C@@H]1CN(C)C(=O)c2ccc(NC(=O)c3ccc4c(c3)OCO4)cc2OC[C@@H](C)N(CC2CC2)C[C@@H]1C,-2,0.5,2,-2,0,-1,-3,nt
CC(C)NC(=O)Nc1ccc2c(c1)C(=O)N([C@@H](C)CO)C[C@H](C)[C@H](CN(C)Cc1ccc(Oc3ccccc3)cc1)O2,0,-0.6,3,-19,0,22,-10,-1
COc1ccc2c(-c3ccccc3)cc(=O)[nH]c2c1,?,nt,0,-4,1,-3,11,1
CCCC[C@H]1COCCS(=O)(=O)N1Cc1ccc(C)cc1,nt,0.0,5,16,-1,-6,-5,-2
COc1ccc(C(=O)Nc2ccc(NC(=O)c3cccs3)cc2)cc1Cl,-9,0.3,nt,-6,-4,-2,-33,-6
CC1CCN(S(=O)(=O)c2csc(C(=O)Nc3ccccc3)c2)CC1,-15,nt,-1,-4,nt,nt,-23,nt
CCc1c(C(=O)NC2CCCc3ccccc32)[nH]c(C)c1C(C)=O (stereo not drawn),3,0.0,-1,6,-2,1,8,-2
C/C=C/c1cnc2c(c1)C(=O)N([C@H](C)CO)C[C@H](C)[C@H](CN(C)C(=O)NC1CCCC1)O2,-9,-0.2,0,17,4,4,5,1
CO[C@H]1CN(C)C(=O)c2ccc(NC(=O)C3CCC3)cc2OC[C@H](C)N(Cc2ccccn2)C[C@@H]1C,-7,0.2&0.0&-0.1,-3,-4&-4,0&-2,1&1,-4,-4
Cc1cc(C)cc(NC(=O)NC2CCN(CC(=O)Nc3cccc(Cl)c3C)CC2)c1,-7,-0.1,6,-15,3,-21,nt,-1
CN(C(=O)c1ccccc1F)C(c1ccccc1)c1ccccc1,-20,0.1,0,3,-3,-2,-45,2
Cc1ccc(S(=O)(=O)Nc2ccc3c(c2)C(=O)N([C@H](C)CO)C[C@H](C)[C@@H](CN(C)C(=O)Nc2ccc(F)cc2)OCCCC[C@@H](C)O3)cc1,-13,0.2,-2,17,-2,-6,nt,6
CCN(CC(=O)Nc1c(F)cccc1F)C(=O)c1ccc2ncsc2c1,nt,0.2,nt,-7,1,0,4,-2
COC(=O)c1ccc(S(=O)(=O)NCc2ccccn2)n1C,nt,-0.1,nt,-12,-3,-4,nt,-4
Cc1ccc(Cl)cc1NC(=O)NCc1ccccn1,-3,-0.1,-2,3,0,-5,-7,0
CN(c1ccccc1)S(=O)(=O)c1ccc(C(=O)Nc2nnc(-c3ccco3)o2)cc1,-1,0.0,0,5,1,-3,-11,1
CCC(CC)NCC(O)COc1ccc(Br)cc1 (stereo not drawn),nt,0.0,nt,0,-2,-6,nt,0
CN(C[C@H]1N[C@@H](CO)[C@H]1c1ccc(-c2ccccc2)cc1)C(=O)C1CCC1,12,0.0,4,-4,nt,nt,-9,nt
O=C1N/C(=N/N=C/c2ccc(F)cc2)SC1c1ccccc1 (stereo not drawn),0,0.0,-1,-13,3,-2,6,2
O=C(Cc1ccncc1)NCC[C@H]1CC[C@@H](NC(=O)C2CCC2)[C@H](CO)O1,-3,0.0,-16,0,-3,11,16,2
CCN1CCN(C(c2cccs2)C(C)NS(=O)(=O)c2ccc(F)cc2)CC1 (stereo not drawn),nt,-0.1,1,-4,0,-1,-3,2
COc1ccccc1-c1ccc2c(c1)O[C@@H](CN(C)C(C)=O)[C@H](C)CN([C@H](C)CO)S2(=O)=O,3,-1.0,-4,-10,2,-32,8,-5
COc1ccccc1C(=O)Nc1ccc2c(c1)CN(Cc1cnc(C)s1)CC2,4,0.0,-1,6,0,-4,nt,0
O=C(NC1CCCCC1)N1CC(=O)N2[C@H](C1)[C@@H](c1ccc(-c3ccccc3)cc1)[C@@H]2CO,-2,0.4,nt,-14,-1,-3,nt,2
CCOC(=O)C1=CCC(c2ccccc2C)N(S(=O)(=O)c2ccc(C)cc2)C1 (stereo not drawn),-27,nt,1,-4,1,-5,6,3
C[C@H](CO)N1C[C@H](C)[C@@H](CN(C)C(=O)Nc2ccc3c(c2)OCO3)Oc2ncc(-c3ccncc3)cc2C1=O,0,-1.2,51,-17,1,0,3,-5
O=C(CSCCO)Nc1nccs1,2,nt,-1,13,nt,nt,9,nt
CCOC(=O)c1c(C)nc(C)c(C(=O)OCC)c1-c1ccccc1,-26,nt,nt,1,-1,-4,nt,4
C=CCC(NC(=O)N(C)C)(C(C)=O)C(=O)OC (stereo not drawn),nt,-0.1,nt,-12,2,2,nt,1

# Three compounds already listed, arranged by the value under LGR2 inh, rising:
SMILES,PGC1a acetyl inh,LGR2 inh,ERAP1 HTS inh,S100A4 inh HTS,SIRT5 block
CO[C@@H]1CN(C)C(=O)c2ccc(NC(=O)c3ccc4c(c3)OCO4)cc2OC[C@@H](C)N(CC2CC2)C[C@@H]1C,-2,-2,0,-1,nt
CN(c1ccccc1)S(=O)(=O)c1ccc(C(=O)Nc2nnc(-c3ccco3)o2)cc1,-1,5,1,-3,1
C[C@@H](c1ccccc1)N1C[C@@H](COCc2ccccc2)Oc2cc(N3CC[C@@H](N(C)C)C3)ccc2S1(=O)=O,nt,30,5,1,0

# Going on with the list.
SMILES,PGC1a acetyl inh,XiGFP reactiv,Cneo AK release,LGR2 inh,ERAP1 HTS inh,S100A4 inh HTS,C2C12 statin,SIRT5 block
C[C@@H]1CN([C@H](C)CO)C(=O)c2cc(/C=C/c3ccccc3)cnc2O[C@@H]1CN(C)C(=O)c1cnccn1,0,-1.2,-8,11,-1,2,-7,-5
COc1ccc(N=C(c2ccccc2)c2c(C)[nH]n(-c3ccccc3)c2=O)c(OC)c1,-37,0.0,1,32,0,2,-9,-1
COc1ccc(NC(=O)Nc2ccc3c(c2)[C@@H]2C[C@@H](CC(=O)NCC4CC4)O[C@@H](CO)[C@@H]2O3)cc1,-13,0.3,-4,-2,1,5,-4,-3
COC(=O)c1c(NC(=O)c2ccccc2)sc2c1CC(C)(C)NC2(C)C,-1,?,0,2,1,-4,-3,-1
O=C(Nc1ccccc1C(=O)O)c1cc(S(=O)(=O)N2CCOCC2)cs1,nt,-0.1,nt,-9,9,-18,nt,5
COc1cc(C(=O)N2CCN(C/C=C/c3ccccc3)CC2)cc(OC)c1C,1,nt,2,-4,4,2,15,-2
CCCCn1c(SCC(=O)NC2CCS(=O)(=O)C2)nc2cc(S(N)(=O)=O)ccc21 (stereo not drawn),nt,0.0,nt,nt,6,-8,nt,-2
O=S(=O)(Nc1cccnc1Cl)c1ccc2c(c1)OCCO2,2,nt,1,13,2,1,-53,-3
Cc1c(C(=O)N2CCC2(C)C(=O)O)oc2ccccc12 (stereo not drawn),1,0.3,4,2,0,-5,1,-5
Cc1ccc(S(=O)(=O)Nc2ccc3c(c2)C(=O)N([C@H](C)CO)C[C@@H](C)[C@H](CN(C)Cc2ccccc2)O3)cc1,-12,0.0,1,-12,-1,23,56,-1
COC(=O)C[C@@H]1C[C@H]2c3cc(NS(=O)(=O)c4cccc(OC)c4)ccc3O[C@H]2[C@H](CO)O1,-14,-0.1,-2,-7,-2,-37,2,-6
C[C@H]1CN([C@@H](C)CO)C(=O)Cc2cc(NC(=O)CCCCCC(=O)Nc3ccccc3N)ccc2O[C@@H]1CN(C)Cc1ccc(Oc2ccccc2)cc1,-6,1.6,-2,3,0,-5,102*,29*
C[C@H](CO)N1C[C@H](C)[C@@H](CN(C)S(=O)(=O)c2ccc(F)cc2)OCCCC[C@H](C)Oc2ccc(NC(=O)Nc3ccc4c(c3)OCO4)cc2C1=O,-10,-0.1,-12,-22,-1,-6,nt,9
CC(C)CC1NC2(C(=O)N(C)c3ccccc32)C2C(=O)N(C(C)C)C(=O)C12 (stereo not drawn),-1,-0.2,-1,3,3,5,nt,-1

# Entries listed above shown as hits in SIRT5 block:
molecule	PGC1a acetyl inh	LGR2 inh	ERAP1 HTS inh	S100A4 inh HTS	SIRT5 block
C[C@H]1CN([C@@H](C)CO)C(=O)Cc2cc(NC(=O)CCCCCC(=O)Nc3ccccc3N)ccc2O[C@@H]1CN(C)Cc1ccc(Oc2ccccc2)cc1	-6	3	0	-5	29*

# Some values from the list:
# Entry of `CC(C)CC1NC2(C(=O)N(C)c3ccccc32)C2C(=O)N(C(C)C)C(=O)C12` (stereo not drawn) under Cneo AK release: -1
# Entry of `O=C(Nc1ccccc1C(=O)O)c1cc(S(=O)(=O)N2CCOCC2)cs1` under XiGFP reactiv: -0.1
# Entry of `C[C@H]1CN([C@@H](C)CO)C(=O)Cc2cc(NC(=O)CCCCCC(=O)Nc3ccccc3N)ccc2O[C@@H]1CN(C)Cc1ccc(Oc2ccccc2)cc1` under ERAP1 HTS inh: 0

# Compound profiles, from the list above. Order of screens: PGC1a acetyl inh	XiGFP reactiv	Cneo AK release	LGR2 inh	ERAP1 HTS inh	S100A4 inh HTS	C2C12 statin	SIRT5 block
# Profile of CCCC[C@H]1COCCS(=O)(=O)N1Cc1ccc(C)cc1 : nt	0.0	5	16	-1	-6	-5	-2
# Profile of Cc1ccc(Cl)cc1NC(=O)NCc1ccccn1 : -3	-0.1	-2	3	0	-5	-7	0
